HBB splicing: modulators of hemoglobin beta chain splicing; HBB splicing reporter cell assay, activation; EGFP reporter with mutant IVS2-654 intron; response scale: normalised to 500 nM splice-correcting PNA; 65,000 tested, 0.06% active; AID 925; Potency, µM (titrated, usually from 46.1 µM), for the others: at the top dose activation, hits mostly activators; also: potency is read from the fitted curve at half-maximal effect; 0% is about no effect
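Compounds were applied for 2 days to HeLa EGFP-654 cells, 500/well in Optimem with 2% FCS. The reporter's EGFP is disrupted by mis-splicing of beta-globin intron IVS2-654. Readout: summed well GFP fluorescence from 488 nm laser scanning; reference was 500 nM antisense […] 654 PNA.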
HADH2 inhib: inhibitors of human HADH2 dehydrogenase; Q99714; recombinant HADH2, NADH fluorescence, beta-hydroxybutyryl-CoA; Potency, µM (series often up to 57.1 µM), inactives show at the top dose activity change, negative = inhibition, most hits filed as inhibitors; 73,000 tested, 3.4% active; AID 886; also: potency is read from the fitted curve at half-maximal effect; % is scaled to controls: 0 for no effect and ±100 for the full control effect; nearly all actives have a fitted effect of over 60% in size; many of its hits are not listed in these tables
Target sequence (Q99714 whole entry, looked up, one chain of several): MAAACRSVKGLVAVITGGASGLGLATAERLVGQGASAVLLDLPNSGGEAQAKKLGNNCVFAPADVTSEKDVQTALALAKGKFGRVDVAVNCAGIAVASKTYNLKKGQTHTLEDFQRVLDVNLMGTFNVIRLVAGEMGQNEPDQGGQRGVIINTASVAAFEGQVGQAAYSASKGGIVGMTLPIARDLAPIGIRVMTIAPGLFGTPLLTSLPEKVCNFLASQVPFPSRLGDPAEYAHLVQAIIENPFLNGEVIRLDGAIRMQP
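Read-out: 360 nm excitation, 450 nm emission, kinetic over 4 min. Conditions: His-tagged human HADH2 20 nM, pH 9.0 Tris with Tween-20, 1 mM NAD+, 90 uM beta-hydroxybutyryl-CoA.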
UbGFP stabilizer: inhibits proteasome, raising ubiquitin-GFP reporter fluorescence | Ubiquitin-GFP reporter cells, proteasome inhibition, GFP fluorescence; response scale: untreated = 0%, 10 µM MG-132 = 100% | Potency, µM (highest dose often 45.9 µM), inactives show top-dose activation (GFP accumulation), most hits filed as activators | 67,000 tested, under 10 active | AID 526; active = well fitted activation curve with a large enough effect, not every such curve was filed as active; inconclusive = small, poorly fitted or top-dose-only effect, or another doubt; inactive = no such curve, though single readings can be large or run the other way; also: potency is read from the fitted curve at half-maximal effect
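U2OS cells stably expressing ubiquitin(G76V)-GFP, seeded overnight in 0.5% FBS medium, were exposed to compounds (qHTS, 46 uM to 2.9 nM) for 4 hr at 37 °C. GFP-positive cells were counted by laser cytometry (488 ex/515 em), normalized between basal and 10 uM MG-132.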
4MU fluor: compounds fluorescent in 4-MU spectral region. compound autofluorescence, 340/450 nm, 4-MU equivalents; active compounds read high. 59,000 tested, 11% active. max dye-equivalent concentration, M; in the data active = max dye-equivalent concentration above about 10 nM; inconclusive = mostly about 1.1 nM to 9.6 nM
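Compounds in 100 mM Tris, pH 8.0, incubated 15 min at room temperature, then fluorescence read at 340 nm excitation/450 nm emission. Signal converted to 4-MU dye-equivalent concentration using an on-plate six-point 4-MU standard curve.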
Fluorescein fluor: fluorescein region autofluorescence | Compound autofluorescence, 480/540 nm, fluorescein-equivalent; active compounds read high | max fluorescein-equivalent concentration, M | 59,000 tested, 0.91% active | AID 593; in the data active = max fluorescein-equivalent concentration above about 10 nM; inconclusive = between about 1.1 nM and that limit
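Fluorescein stocks ranging 3 mM down to 300 nM, plus DMSO blanks, were pinned alongside compounds to build a per-plate standard curve. Buffer: 100 mM Tris, pH 8.0. Incubation 15 min, room temperature; filters 480/540 nm.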
GFP derepression: epigenetic GFP locus derepression in mouse cells | mouse C127i GFP locus derepression, cytometry, 30 h | Potency, µM (titrated, usually from 46.1 µM), without a hit: top-dose GFP derepression (activation) | 68,000 tested, 0.09% active | AID 597; also: % of control where 0% means no effect
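Derepression screen: silenced CMV-GFP reporter in murine C127i cells, 30 h compound incubation at 37 C, washed cells imaged by laser-scanning cytometer to enumerate GFP-expressing objects of 20 to 120 um.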
Rhodamine fluor: rhodamine region autofluorescence; Rhodamine-region fluorescence, 547/598 nm, Tris buffer; active compounds read high; max dye-equivalent concentration, M; 59,000 tested, 0.05% active; in the data active = max dye-equivalent concentration above about 11 nM; inconclusive = between about 1.1 nM and that limit
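Compound fluorescence in 100 mM Tris, pH 8.0, read after 15 min at room temperature with 547 nm excitation and 598 nm emission. Output is dye-equivalent concentration from an on-plate rhodamine standard series.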
Pol III holo inh: DNA polymerase III holoenzyme inhibition | reconstituted DNA polymerase III holoenzyme replication, biochemical | Potency, µM (top dose mostly 57.1 µM), for the others: at the top dose activity change, negative = inhibition | 71,000 tested, 0.25% active | AID 603; also: potency is read from the fitted curve at half-maximal effect; % is scaled to controls: 0 for no effect and ±100 for the full control effect
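Reconstituted *E. coli* holoenzyme (0.35 nM Pol III, 1 nM beta, 154 nM SSB, 2 nM primase) was preincubated with compound for 15 min at RT. Synthesis on 1.4 nM ssM13Gori ran 35 min, then was stopped with PicoGreen/EDTA and read as dsDNA fluorescence.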
Hsp90 Hop PPI: changes Hsp90-Hop TPR2A binding signal, up or down; AID 595; AlphaScreen TPR2A-His6 binding biotin-Hsp90 C-terminal peptide; 71,000 tested, 0.44% active; Potency, µM (top dose mostly 57 µM), for the others: at the top dose activity change, negative = inhibition; active = well fitted curve in either direction with a large enough effect; inconclusive = small, poorly fitted or top-dose-only effect, or another doubt; also: potency is read from the fitted curve at half-maximal effect; % is scaled to controls: 0 for no effect and ±100 for the full control effect; many of its hits are not listed in these tables
15-hLO inh: inhibitors of human 15-lipoxygenase (ALOX15); Potency, µM (highest dose often 57.1 µM), without a hit: at the top dose activity change, negative = inhibition, actives largely listed as inhibitors; purified 15hLO-1, xylenol orange hydroperoxide absorbance; AID 887; 74,000 tested, 1.4% active; P16050; also: potency is read from the fitted curve at half-maximal effect; % is scaled to controls: 0 for no effect and ±100 for the full control effect; nearly all actives have a fitted effect of over 55% in size
Target sequence (P16050 whole entry, looked up): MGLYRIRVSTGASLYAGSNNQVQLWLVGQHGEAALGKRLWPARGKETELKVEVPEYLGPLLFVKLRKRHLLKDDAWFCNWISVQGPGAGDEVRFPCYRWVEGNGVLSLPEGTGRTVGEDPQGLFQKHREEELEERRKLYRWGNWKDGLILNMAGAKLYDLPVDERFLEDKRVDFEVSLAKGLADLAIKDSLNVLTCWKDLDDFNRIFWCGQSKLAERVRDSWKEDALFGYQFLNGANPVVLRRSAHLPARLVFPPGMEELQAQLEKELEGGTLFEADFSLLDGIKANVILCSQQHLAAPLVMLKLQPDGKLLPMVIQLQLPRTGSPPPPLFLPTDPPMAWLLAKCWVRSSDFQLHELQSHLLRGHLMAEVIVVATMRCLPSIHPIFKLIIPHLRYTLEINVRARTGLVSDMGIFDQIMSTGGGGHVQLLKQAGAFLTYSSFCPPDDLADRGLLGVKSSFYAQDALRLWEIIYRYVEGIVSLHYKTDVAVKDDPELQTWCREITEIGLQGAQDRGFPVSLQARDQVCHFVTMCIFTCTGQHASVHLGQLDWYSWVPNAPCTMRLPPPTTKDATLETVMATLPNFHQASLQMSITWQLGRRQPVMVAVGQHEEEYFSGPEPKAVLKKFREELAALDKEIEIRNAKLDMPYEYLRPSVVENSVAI
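Purified human 15hLO-1 (40 nM) in 25 mM Hepes pH 7.5, 0.01% Triton X-100, preincubated 15 min RT with compound, then 50 uM arachidonic acid for 6 min. Hydroperoxide read by ferrous/xylenol orange, 30 min; 573/405 nm absorbance ratio gave progress.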
Texas Red fluor: compounds fluorescent in Texas Red spectral region | Compound fluorescence, Texas Red channel, 547/618 nm; active compounds read high | max dye-equivalent concentration, M | 59,000 tested, 0.06% active | AID 587; in the data active = max dye-equivalent concentration above about 10 nM; inconclusive = between about 1.1 nM and that limit
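Pin-transferred compounds and Texas Red standards go into 100 mM Tris buffer, pH 8.0. After 15 min at room temperature, plates are imaged with 547/618 nm filters. Each value is a dye-equivalent concentration derived from the per-plate dye curve.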
The depositor's hits bear a star; i = inactive; ? = inconclusive; nt = no result given; [ ] = another dose, or the depositor's remark. Unless noted, calls follow the shape of the dose curve; as a rule, active = well fitted curve in the direction sought with a large enough effect; inconclusive = small, poorly fitted or top-dose-only effect, or another doubt; inactive = no such curve, though single readings can be large; an effect the other way counts as inactive or inconclusive. The list is partial, so the mix of outcomes need not match the whole.

Values in the order: HBB splicing	HADH2 inhib	UbGFP stabilizer	4MU fluor	Fluorescein fluor	GFP derepression	Rhodamine fluor	Pol III holo inh	Hsp90 Hop PPI	15-hLO inh	Texas Red fluor
COCCCNC(=O)C(C#N)c1nc2ccccc2nc1N1CCN(Cc2ccccc2)CC1 (stereo unspecified)
→ nt	nt	nt	?	i	-3%[20.6 µM]	i	nt	nt	nt	i
CCOC(=O)c1[nH]c(C)c(C(=O)Nc2ccc(C)cc2C)c1C
→ -1.4%	1%	-9%	nt	nt	-2%	nt	-5%	-3%	-8%	nt
COc1ccc(F)cc1S(=O)(=O)Nc1ccc2c(c1)OCO2
→ -0.4%	?	-5%	i	?	0%	i	0%	-7%	5%	i
CCC1CCCCN1C(=O)Nc1ccc(F)cc1 (stereo unspecified)
→ -0.3%	5%	-3%	i	i	-3%	i	-5%	-3%	-3%	i
CCc1nnc(NC(=O)CSc2nnc3ncccn23)s1
→ nt	-5%	-3%	i	i	-2%	i	-6%	-9%	2%	i
C=C1CSc2nc(=O)c3c4c(sc3n21)CCCC4
→ -1.0%	-8%	7%	nt	nt	5%	nt	-11%	-2%	-5%	nt
CC1(C)CC(=O)N(c2ccccc2)C1(C)O (stereo unspecified)
→ -5.8%	-7%	9%	nt	nt	1%	nt	-1%	-1%	2%	nt
CCCN1Cc2cccc(C(=O)NCc3ccccc3)c2C1=O
→ 0.8%	-9%	0%	i	?	3%	i	-15%	0%	-1%	i
Cc1ccccc1NC1C=CS(=O)(=O)C1 (stereo unspecified)
→ -2.9%	1%	3%	i	?	-1%	i	-4%	-3%	-17%	i
O=S(=O)(CCc1ccccc1)/N=C/c1cccs1
→ 0.0%[57.5 µM]	-5%	-3%	i	i	5%	i	4%	-1%	-1%	?
CC(C)C(c1nnnn1C1CCCC1)N1CCN(c2ccccc2F)CC1 (stereo unspecified)
→ -0.2%[57.5 µM]	13%	-3%	i	?	3%	i	7%	-1%	-4%	i
COc1ncnc(OC)c1NC(=O)c1ccc(F)cc1
→ 0.2%[57.5 µM]	-3%	-1%	i	i	5%	i	-2%	0%	13%	i
Cc1nc(N2CCN(C)CC2)c2c(C)c(C(=O)Nc3ccc(F)cc3)sc2n1
→ -2.1%	5%	7%	i	i	0%	i	4%	-2%	-18%	?
COc1cc(NC(=O)C(C)Oc2ccccc2)c(C(=O)O)cc1OC (stereo unspecified)
→ 0.2%	-3%	-7%	i	i	0%	i	-2%	0%	2%	?
COc1ccc(S(=O)(=O)N(CC(=O)N2CCN(C)CC2)c2ccc(C)cc2)cc1OC
→ -0.1%[57.5 µM]	-4%	5%	i	i	-2%	i	-4%	-2%	-2%	i
CCCCn1c(CN2CCN(c3cccc(Cl)c3)CC2)nc2c1c(=O)n(C)c(=O)n2C
→ -1.9%[57.5 µM]	10%	3%	i	?	2%	i	-2%	0%	-13%	i
O=C(CCC1CCCC1)Nc1ccon1
→ -1.0%	-8%	2%	i	i	0%	i	0%	-1%	4%	i
Cc1ccccc1NC(=O)c1cc(S(=O)(=O)N2CCOCC2)cs1
→ -2.0%	-2%	9%	i	i	0%	i	6%	-1%	-5%	i
COc1ccc(/C(O)=C2/C(=O)C(=O)N(CCN3CCOCC3)C2c2ccccn2)cc1OC (stereo unspecified)
→ nt	nt	nt	i	i	-4%[20.6 µM]	i	nt	nt	nt	i
CC1CCN(S(=O)(=O)c2ccc(-c3nnc(SCc4cccnc4)o3)cc2)CC1
→ 0.7%[57.5 µM]	17%	-4%	i	i	0%	i	-6%	1%	4%	i
CC(C)Oc1ccc(C(=O)N(Cc2ccco2)C2CCS(=O)(=O)C2)cc1 (stereo unspecified)
→ 9.7%[0.369 µM]	?	1%	i	i	2%	i	0%	-3%	9%	i
O=C(c1cnccn1)N1CCC2(CCCN(c3ccncc3)C2)CC1
→ 2.7%	6%	2%	i	i	0%[9.22 µM]	i	-8%	0%	-1%	i
Cn1cccc1C(=O)OCC(=O)c1cc2ccccc2o1
→ -0.3%	-2%	-1%	i	?	0%	i	-2%	-3%	-7%	i
CCOC(=O)c1snc2c(=O)[nH]cnc12
→ -0.4%[57.5 µM]	?	-1%	5.4e-07M*	i	4%	i	-1%	1%	18%	i
Cc1nnc(SCC(=O)NC(C)c2ccccc2)[nH]c1=O (stereo unspecified)
→ -0.3%[0.0738 µM]	-23%[11.4 µM]	1%[9.17 µM]	nt	nt	-3%	nt	-3%[11.4 µM]	-5%[11 µM]	5%[11.4 µM]	nt
COc1ccc(CSc2nnc3n(C)c(=O)c4c5c(sc4n23)CCCC5)cc1
→ nt	nt	nt	i	i	0%[20.6 µM]	i	nt	nt	nt	i
Cc1c(C(=O)N2CCCC2)oc2c1-c1[nH]ncc1CC2
→ -0.4%	-5%	-2%	nt	nt	nt	nt	-5%	-7%[2.3 µM]	5%	nt
Cc1ccc2c(c1)nnn2C1CCN(CC(=O)NCCc2nc3ccccc3[nH]2)CC1
→ -0.4%[57.5 µM]	-3%	0%	i	i	-1%	i	-3%	-2%	8%	?
Cc1cc(S(=O)(=O)N2CCN(Cc3ccc4c(c3)OCO4)CC2)cc(C)c1N1CCCC1=O
→ -0.4%	6%	-5%	nt	nt	nt	nt	-6%	-12%	1%	nt
CCCCOC(=O)C1=C(C)Nc2ncnn2C1c1cc(OC)ccc1OC (stereo unspecified)
→ 1.5%	2%	-2%	i	i	1%	i	-2%	-2%	19%	i

3 records drawn at random from those above, as already listed:
Values in the order: HBB splicing	HADH2 inhib	UbGFP stabilizer	4MU fluor	Fluorescein fluor	GFP derepression	Rhodamine fluor	Pol III holo inh	Hsp90 Hop PPI	15-hLO inh	Texas Red fluor
CC(C)C(c1nnnn1C1CCCC1)N1CCN(c2ccccc2F)CC1 (stereo unspecified)
→ -0.2%[57.5 µM]	13%	-3%	i	?	3%	i	7%	-1%	-4%	i
CCCCOC(=O)C1=C(C)Nc2ncnn2C1c1cc(OC)ccc1OC (stereo unspecified)
→ 1.5%	2%	-2%	i	i	1%	i	-2%	-2%	19%	i
Cc1ccccc1NC(=O)c1cc(S(=O)(=O)N2CCOCC2)cs1
→ -2.0%	-2%	9%	i	i	0%	i	6%	-1%	-5%	i

Later entries.
Values in the order: HBB splicing	HADH2 inhib	UbGFP stabilizer	4MU fluor	Fluorescein fluor	GFP derepression	Rhodamine fluor	Pol III holo inh	Hsp90 Hop PPI	15-hLO inh	Texas Red fluor
COc1ccc(-n2c(=O)c(CCc3ccccc3)nc3cnc(N4CCOCC4)nc32)cc1
→ 0.8%	-10%	5%	?	i	-3%[9.22 µM]	i	1%	-4%	1%	i
COc1cc(-c2nnc(-c3ccco3)o2)ccc1OCc1ccccc1
→ nt	252%[activator]	1%	i	i	2%	i	-1%	11%	0%	i
O=c1c(-c2cccs2)nc2cnc(N3CCOCC3)nc2n1Cc1cccs1
→ 2.8%	7%	-1%	?	?	-3%[9.22 µM]	i	-11%	-7%	-1%	i
COc1ccc(C)cc1NC(=O)C1CCCCC1C(=O)O (stereo unspecified)
→ 1.4%	-3%	-8%	i	i	2%	i	-10%	-2%	4%	i
FC(F)(F)c1cccnc1N1CCN(c2ncnc3nc[nH]c23)CC1
→ 0.0%	?	-7%	nt	nt	nt	nt	-9%	0%	11%	nt
Cn1c(SCC(=O)Nc2cccc(NC(=O)c3cccs3)c2)nnc1-c1ccncc1
→ nt	11%	5%	i	?	-2%	i	-9%	-2%	-2%	i
Cc1ccc(Nc2nc(N)nc(CSc3nccn3C)n2)cc1
→ -0.5%	-6%	-8%	i	i	3%	i	-6%	-8%	16%	i
Cc1ccc(C)c(C(=O)CSc2n[nH]c(C)n2)c1
→ -3.6%[0.0738 µM]	?	17%[9.17 µM]	nt	nt	2%	nt	7%[11.4 µM]	?	-1%[11.4 µM]	nt
O=C(Nc1ccc(O)cc1C(=O)O)c1cccc(Br)c1
→ 0.3%	-20%	-7%	i	i	-3%	i	-6%	-15%	-7%	?
CC(C)CC(=O)Nc1cccc(-c2cn3ccsc3n2)c1
→ -1.3%	9%	-11%	i	?	-2%	i	-6%	-9%	1%	i
OCCNc1ccc(Cl)cc1
→ 0.0%[57.5 µM]	11%	-3%	i	i	0%	i	-2%	0%	9%	i
CC(C)CC(=O)NC1(C(F)(F)F)C(=O)Nc2c1c(=O)[nH]c(=O)n2Cc1ccco1 (stereo unspecified)
→ 7.3%	1%	13%	?	?	0%	i	-7%	-3%	12%	i
Cc1ccccc1N1CCN(C(=O)C2CCCCC2)CC1
→ -0.7%	5%	3%	i	i	0%	i	-1%	-2%	6%	i
